HKDC1 inh = HKDC1 hexokinase inhibitors, primary screen, biochemical, fluorescence, uHTS; recombinant HKDC1, G6PDH/diaphorase resazurin coupled fluorescence; inhibition, % at 20 µM; hit rate 0.16% among 340,000;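 active = inhibition above about 35% when tested at 20 µM, limit read from the data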;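 note: plate controls were DMSO wells with enzyme for no effect and DMSO wells lacking enzyme for full effect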
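test system = in-house recombinant HK5 (HKDC1) enzyme | amount = HKDC1 at 5 µg/mL | control set = DMSO-enzyme wells negative, buffer-substituted wells positive | compound = one dose of 20 µM, 1% DMSO | schedule = reaction time 90 min, room temperature, protected from light | technique = resorufin fluorescence at 613 nm | reagent = glucose with 1 mM ATP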
mIAP activ = activators of mouse IAP, primary screen, biochemical, luminescence, uHTS | intestinal alkaline phosphatase [Mus musculus] | muIAP, CDP-Star luminescence, 30 min; active compounds read high; 1 = vehicle-only enzyme signal, 0 = enzyme-free wells | activation factor at 10 µM | hit rate 0.24% among 330,000 | AID 2805, 2010;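 active = activation factor of at least 2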; note: the source names both 10 and 20 µM as test concentration; values of inactives mirror those of a sister screen read the other way
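Assay system: mouse IAP enzyme / Compound: DMSO-dissolved test compounds / Timing: 30 min, room temperature / Measured by: luminescence from enzymatic CDP-Star hydrolysis / Control set: DMSO-only wells, enzyme-free buffer wells as negative control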
hIAP activ = human IAP activators, primary screen, biochemical, luminescence, uHTS | AID 2524, 2010 | hit rate 0.16% among 330,000 | purified human IAP, CDP-Star luminescence, 30 min; active compounds read high; 1 = vehicle-only enzyme, 0 = enzyme-free background | activation factor at 10 µM | Intestinal-type alkaline phosphatase (Homo sapiens), P09923;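 active = activation factor of the enzyme at least 2-fold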; note: the source names both 10 and 20 µM as test concentration; values of inactives mirror those of a sister screen read the other way
Target sequence (P09923 whole entry, looked up): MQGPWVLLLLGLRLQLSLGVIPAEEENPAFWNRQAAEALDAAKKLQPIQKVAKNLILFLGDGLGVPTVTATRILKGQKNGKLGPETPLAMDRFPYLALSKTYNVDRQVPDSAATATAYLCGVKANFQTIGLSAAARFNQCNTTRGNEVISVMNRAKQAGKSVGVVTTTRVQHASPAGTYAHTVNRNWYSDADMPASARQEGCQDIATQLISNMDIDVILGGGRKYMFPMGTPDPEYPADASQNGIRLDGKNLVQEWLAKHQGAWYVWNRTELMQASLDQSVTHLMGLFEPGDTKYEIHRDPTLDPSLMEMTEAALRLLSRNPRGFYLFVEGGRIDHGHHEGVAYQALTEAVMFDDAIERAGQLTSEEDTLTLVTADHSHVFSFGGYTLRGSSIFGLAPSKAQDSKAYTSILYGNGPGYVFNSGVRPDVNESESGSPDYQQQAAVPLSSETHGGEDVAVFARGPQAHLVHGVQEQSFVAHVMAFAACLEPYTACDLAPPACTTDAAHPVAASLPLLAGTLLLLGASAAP
PfG6PD inh = PfG6PD enzyme inhibitors, primary screen, biochemical, fluorescence intensity, uHTS | AID 504690, 2011 | inhibition, % at 20 µM | hit rate 0.78% among 350,000 | PfGluPho enzyme, NADPH resazurin-diaphorase fluorescence;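 active = inhibition reaching at least a set limit at 20 µM in the primary screen, cut at about 59% in these data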;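 note: 0% = DMSO wells with substrate and 100% = DMSO wells lacking glucose-6-phosphate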
APOBEC3A inh = APOBEC3A ssDNA deaminase inhibitors, primary screen, selectivity assay for APOBEC3G inhibitor project, biochemical, FAM/TAMRA oligo cleavage fluorescence; AID 493011, 2011; inhibition, % at 20 µM; hit rate 0.41% among 330,000; recombinant A3A, FAM/TAMRA ssDNA deamination fluorescence;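 active = at least 40% inhibition at 20 µM here, with at most 30% in a related deaminase screen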;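 note: plate controls were A3A with DMSO for no effect and wells lacking A3A enzyme for full effect; some results filed as inactive read as strong as hits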
ATG4B inh = ATG4B protease inhibitors, primary screen, biochemical, fluorescence, uHTS. Cysteine protease ATG4B (Homo sapiens), Q9Y4P1. ATG4B cleavage of LC3-PLA2, NBD-HPC fluorescence, 1 h. inhibition, % at 8.33 µM. hit rate 0.51% among 340,000; in the data active = inhibition above about 40%
Target sequence (Q9Y4P1 whole entry, looked up): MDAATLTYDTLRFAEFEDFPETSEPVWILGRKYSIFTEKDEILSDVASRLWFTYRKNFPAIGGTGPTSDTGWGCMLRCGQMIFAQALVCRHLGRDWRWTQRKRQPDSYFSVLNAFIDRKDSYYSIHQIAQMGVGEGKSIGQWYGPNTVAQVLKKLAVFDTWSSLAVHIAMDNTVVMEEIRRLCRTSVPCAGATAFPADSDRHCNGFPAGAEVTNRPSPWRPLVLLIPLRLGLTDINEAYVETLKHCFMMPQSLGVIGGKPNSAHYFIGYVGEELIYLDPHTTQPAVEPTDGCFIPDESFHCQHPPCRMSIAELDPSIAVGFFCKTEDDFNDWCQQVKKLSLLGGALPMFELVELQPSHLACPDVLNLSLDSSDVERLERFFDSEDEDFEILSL
mIAP inh = inhibitors of mouse IAP, primary screen, biochemical, luminescence, uHTS | purified mouse IAP, CDP-Star luminescence, 30 min | inhibition, % at 10 µM | hit rate 0.2% among 330,000;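 active = inhibition of at least 40% at 10 µM in the primary screen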;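 note: plate controls were DMSO with enzyme for no effect and no enzyme wells for full effect; values of inactives mirror those of a sister screen read the other way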
hIAP block = human IAP inhibitors, primary screen, biochemical, luminescence, uHTS. Intestinal-type alkaline phosphatase (Homo sapiens), P09923. purified IAP, CDP-Star luminescence, 30 min. inhibition, % at 10 µM. hit rate 0.12% among 330,000. AID 2544, 2010;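 active = inhibition reaching a set limit with compound at 10 µM in the primary screen, cut at about 35% in these data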;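 note: plate controls were DMSO wells with enzyme for no effect and no-enzyme buffer wells for full effect; values of inactives mirror those of a sister screen read the other way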
* = called active by the depositor; x = not tested or not shown.

SMILES	HKDC1 inh	mIAP activ	hIAP activ	PfG6PD inh	APOBEC3A inh	ATG4B inh	mIAP inh	hIAP block
CNC(=O)CC1C(=O)N(C)C(=S)N1NC(=O)c1ccc(Cl)cc1 (configuration not stated)	-5	1	1.4	6	2	9	-1	-41
O=c1[nH]c(C2CCN(S(=O)(=O)c3ccc(C(F)(F)F)cc3)CC2)nc2c1nnn2Cc1ccccc1	4	0.87	0.76	7	-4	-9	13	24
COc1ccc(NC(=O)C(F)(F)F)cc1OC	-4	0.86	1.1	11	-1	1	14	-7
CCOc1ccc(N2CC(C(=O)N3CCN(c4ccccn4)CC3)CC2=O)cc1 (configuration not stated)	-2	1	1.1	-15	-3	-4	-3	-12
CNC(=S)N1N=C(c2ccc(Br)cc2)CC1c1ccc(N(C)C)cc1 (configuration not stated)	5	1	1	11	-6	4	-3	0
CCOc1ccc(-c2nnc3n2N=C(c2ccc(OC)cc2)CS3)cc1	0	1	0.88	-5	-2	-26	-1	12
CC(C)c1ccccc1NC(=S)N(C)C	-4	1.1	0.98	3	-3	0	-5	2
COc1ccc(-c2cc(-c3ccc(N)cc3)nc(N)c2C#N)cc1OC	16	1.2	1.1	-7	3	-13	-19	-7
COc1nc(Nc2cccc(C(F)(F)F)c2)nc(OC)n1	4	0.91	1.1	7	2	-7	9	-11
Cc1cc(C)cc(-n2ncc3c2CCCC3NC(=O)c2cc(C)oc2C)c1 (configuration not stated)	5	1	0.95	2	-3	-1	-3	5
COc1ccccc1NC(=O)C(=O)NCc1ccccc1Cl	1	1	1.7	-2	-1	0	-2	-66
CC(C)(C)C(=O)Nc1ccc(C(=O)NNC(=O)c2ccccc2)cc1	-8	1.1	0.9	1	-2	6	-12	10
Cc1ccc(-c2nc(SCC(=O)Nc3ccccc3OC(F)F)c3c(C)c(C(=O)O)sc3n2)cc1	x	0.88	0.91	x	3	x	12	9
CCc1ccc(/C=N/n2c(C)cc(C)c(C#N)c2=O)cc1	-8	0.94	1.2	8	-1	-3	6	-24
Cc1ccc(Cn2nnnc2CN2CCC(c3nc4ccc(Cl)cc4[nH]3)CC2)cc1	-1	1.7	1.1	-1	-1	-4	-71	-12
CCOc1ccc(NC(=O)c2cc(=O)[nH]c3ccccc23)cc1	-6	0.98	0.93	-3	-5	-2	2	7
O=C(CCN1C(=O)COc2ccccc21)NCCC1=CCCCC1	-4	1	1.1	-5	1	-3	0	-11
Cc1nn(-c2nc3ccccc3s2)c(N)c1-c1ccc(Cl)cc1	2	0.99	1	8	-2	-8	1	-1
Cc1ccc2nc(NCCc3ccccc3)c3nncn3c2c1	-6	0.97	1	11	-2	-9	2	-2
Cc1sc(NC(=S)NC(=O)c2cccs2)nc1-c1ccc(CC(C)C)cc1	18	0.86	1.1	-10	3	-3	14	-11

Exported with values ahead of the structure: entries from further up
| HKDC1 inh | mIAP activ | hIAP activ | PfG6PD inh | APOBEC3A inh | ATG4B inh | mIAP inh | hIAP block | compound |
| --- | --- | --- | --- | --- | --- | --- | --- | --- |
| x | 0.88 | 0.91 | x | 3 | x | 12 | 9 | Cc1ccc(-c2nc(SCC(=O)Nc3ccccc3OC(F)F)c3c(C)c(C(=O)O)sc3n2)cc1 |
| -8 | 0.94 | 1.2 | 8 | -1 | -3 | 6 | -24 | CCc1ccc(/C=N/n2c(C)cc(C)c(C#N)c2=O)cc1 |
| -1 | 1.7 | 1.1 | -1 | -1 | -4 | -71 | -12 | Cc1ccc(Cn2nnnc2CN2CCC(c3nc4ccc(Cl)cc4[nH]3)CC2)cc1 |
| -6 | 0.98 | 0.93 | -3 | -5 | -2 | 2 | 7 | CCOc1ccc(NC(=O)c2cc(=O)[nH]c3ccccc23)cc1 |
| -4 | 1 | 1.1 | -5 | 1 | -3 | 0 | -11 | O=C(CCN1C(=O)COc2ccccc21)NCCC1=CCCCC1 |
| 2 | 0.99 | 1 | 8 | -2 | -8 | 1 | -1 | Cc1nn(-c2nc3ccccc3s2)c(N)c1-c1ccc(Cl)cc1 |
| -6 | 0.97 | 1 | 11 | -2 | -9 | 2 | -2 | Cc1ccc2nc(NCCc3ccccc3)c3nncn3c2c1 |

Next results follow.
SMILES	HKDC1 inh	mIAP activ	hIAP activ	PfG6PD inh	APOBEC3A inh	ATG4B inh	mIAP inh	hIAP block
O=C(NCC1OCCc2ccccc21)c1cc(COc2c(F)cccc2F)on1 (configuration not stated)	-7	0.93	0.98	14	1	35	7	2
CC12CCC(=O)N1C(C(=O)N1CCN(c3ccc([N+](=O)[O-])cc3)CC1)CS2 (configuration not stated)	-4	0.95	0.89	9	-2	-2	5	11
Cc1cccc(NC(=O)Cn2nnc(-c3ccc(CN4CCCC4)cc3)n2)c1C	0	1	0.84	-8	-1	6	-4	16
CC(c1cccs1)N(Cc1ccco1)C(=O)Nc1ccc(Cl)c(Cl)c1 (configuration not stated)	-5	1.6	0.98	16	-4	9	-55	2
COc1ccc(NC(=O)c2ccccc2OCc2ccc(F)cc2)c(OC)c1	-2	0.95	0.98	34	-3	10	5	2
Cc1ccc(-c2nnc(NC(=O)Cc3ccc(F)cc3)o2)c(C)c1	-3	0.95	1.4	-7	0	-1	5	-36
COc1ccc(NC(=S)N2CCCC(CO)C2)c(OC)c1 (configuration not stated)	-7	0.98	1.1	5	-2	6	2	-5
Cc1nnc(SCC(=O)Nc2ccccc2F)n1-c1ccc(F)cc1	3	0.97	0.95	-8	-3	-3	3	5
Cc1nc2ccccc2c(=O)n1-c1ccc(NS(=O)(=O)c2ccc(F)cc2)cc1	-1	0.98	1.1	7	-1	-1	2	-5
C[C@@]12C(=O)Nc3ccc(Cl)cc3C(=O)N1[C@H]1c3cc(Cl)ccc3OC[C@@H]1[C@@H]2c1ccccc1	-3	0.93	1	-4	1	7	8	-2
O=C(/C=C(\O)c1ccccc1)C(=O)NNC(=O)c1ccccc1	-8	0.78	1.7	-29	-7	-8	22	-70
Cc1cccc(NS(=O)(=O)c2ccc(-n3cccn3)cc2)c1C	-1	1	1.1	7	-2	9	-3	-12
CCOc1ccc(S(=O)(=O)NNC(=S)Nc2ccc(Br)cc2)cc1	-13	0.77	0.93	-13	7	-15	23	7
COC(=O)C1=NNC2(c3ccc(Cl)cc3)C(=O)N(c3ccc(Cl)cc3)C(=O)C12 (configuration not stated)	5	0.94	1	-5	-3	-6	6	-2
CC1(C)NC(=O)N(CC(=O)OCC(=O)c2ccc(Br)s2)C1=O	-8	1	0.98	6	8	-10	-2	2
CC1CCN(C(=O)COC(=O)c2n[nH]c(=O)c3ccccc23)CC1	-3	1	1	-9	3	-16	-4	-3
CCCCOC(=O)Nc1nc(CC(=O)OCC)cs1	-8	0.99	0.82	-16	-4	-1	1	18
COC(=O)c1cc(S(=O)(=O)NCc2ccc(F)cc2)cn1C	-2	1	1	-12	0	-1	-1	0
CCCCC(CC)C(=O)Nc1ncc([N+](=O)[O-])s1 (configuration not stated)	1	0.95	0.95	14	-7	-7	4	5
CN(C(=O)CSc1nnc(-c2cccs2)n1N)c1ccccc1	-10	1	1.3	3	-2	-8	-2	-32
CCOc1ccccc1/C=N/NC(=O)C[n+]1ccccc1	-8	0.97	1	5	-3	-2	3	0
Cc1ccc(C(=O)NCC(=O)N2CCC3(CC2)NCCc2[nH]cnc23)cc1C	3	0.97	0.97	7	-3	3	3	3
CCc1nnc(NC(=O)CN2CCN(c3ccccc3OC)CC2)s1	-6	0.87	1	-6	-3	-2	13	-1
O=S(=O)(NCCNc1ncc(C(F)(F)F)cc1Cl)C(F)(F)F	-4	0.97	1.1	-8	-1	-7	3	-7
CC(C)CN(C(=O)C(c1ccccc1)c1ccccc1)c1c(N)n(CC(C)C)c(=O)[nH]c1=O	-5	0.97	0.94	-4	-1	1	3	6
N/C(=N\OC(=O)C1CCCCC1)c1ccc(Cl)cc1	-20	1	0.85	4	0	3	-2	15
CC(=O)c1c(OC(=O)c2ccc(C)cc2)c2ccccc2n1C	2	0.91	1.1	21	5	3	9	-14
CCC1(CC)Cc2ccccc2-c2nc(NCCCO)[nH]c(=O)c21	0	0.98	1	-8	-1	-1	2	0
Cc1ncc([N+](=O)[O-])n1CC(=O)NC(C)(C)C	-8	1	0.81	-5	2	-2	-1	19
Cc1cccc2cc(CN(CCCO)C(=O)Nc3cccc(Cl)c3)c(=O)[nH]c12	0	1	1	2	-2	6	-3	-2
COc1ccccc1/C=C/CN1CCC(n2nccc2NC(=O)CCc2ccccc2)CC1	-1	2.5*	3.3*	-3	-2	5	-149	-232
CCOCCCNC(=O)Cc1ccc(F)cc1	x	0.99	0.98	x	-4	x	1	2

Compound activity deposited in PubChem by Sanford-Burnham Center for Chemical Genomics.
